GLS inhibitor – qHTS for Inhibitors of Glutaminase (GLS); Glutaminase kidney isoform, mitochondrial (Homo sapiens), O94925; GLS enzymatic activity, qHTS titration; Potency, µM (top dose mostly 45.5 µM), inactives show at the top dose activity change, negative = inhibition, most hits filed as inhibitors; 0.21% of 410,000 active; also: potency is read from the fitted curve at half-maximal effect; % is scaled to controls: 0 for no effect and ±100 for the full control effect
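Compounds were pin-transferred onto hKGA, after which L-glutamine (1 mM solution) and a detection mix of glutamate oxidase, HRP and Amplex Red were added. Initial and 30 min RT fluorescence reads were collected.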
PGK inhibitor – qHTS Assay to Find Inhibitors of Phosphoglycerate Kinase | Phosphoglycerate kinase, glycosomal (Trypanosoma brucei brucei), P07378 | PGK/GAPDH coupled, Kinase-Glo luminescence, 60 min | Potency, µM (doses to about 57.5 µM), inactives show top-dose activity change, negative = inhibition, usual class: inhibitors | 0.043% of 380,000 active | AID 602233, 2012; also: potency is read from the fitted curve at half-maximal effect; % is scaled to controls: 0 for no effect and ±100 for the full control effect; nearly all actives have a fitted effect of over 60% in size
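Recombinant glycosomal PGK reaction used 1,3-bisphosphoglycerate generated in-well by GAPDH (100nM final) in 100mM TEA pH 7.6, 5mM MgCl2, 0.01% Tween-20. After 60 minutes at room temperature, ATP was read by Kinase-Glo Plus luminescence end-point.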
TrxR1 substrate – qHTS Assay for Substrates of Mammalian Selenoprotein Thioredoxin Reductase 1 (TrxR1): qHTS; Thioredoxin reductase 1, cytoplasmic (Rattus norvegicus), O89049; purified TrxR1 substrate turnover, NADPH consumption readout; Potency, µM (top dose mostly 114 µM), without a hit: at the highest dose activity change, negative = substrate turnover; 0.01% of 390,000 active; AID 588456, 2011; also: potency is read from the fitted curve at half-maximal effect; % is scaled to controls: 0 for no effect and ±100 for the full control effect; nearly all actives have a fitted effect of over 50% in size
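Rat TrxR1, dispensed at 90 nM, was prereduced with 400 uM NADPH (final) for 5 min at ~22 deg C, then incubated with compound 15 min before 400 uM selenite. A first-read NADPH fluorescence drop versus no-compound background flagged substrates.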
HP1b chromo inh – HTS for Inhibitors of HP1-beta Chromodomain Interactions with Methylated Histone Tails; Chromobox protein homolog 1 (Homo sapiens), P83916; AlphaScreen HP1-beta / biotin-H3K9me3 peptide binding; Potency, µM (doses to about 114 µM), for the others: top-dose activity change, negative = inhibition, usual class: inhibitors; 0.56% of 390,000 active; AID 540317, 2011; also: potency is read from the fitted curve at half-maximal effect; nearly all actives have a fitted effect of over 70% in size; inactives centre near 23
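AlphaScreen: HP1-beta (50 nM) preformed 30 min with biotin-H3(1-18)K9me3 peptide (50 nM) in PBS pH 7.4, 0.01% Tween-20. Compound added for 30 min at RT, then streptavidin donor/nickel chelate acceptor beads (10 ug/mL) for 30 min.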
USP1 inh – Inhibitors of USP1/UAF1: Primary Screen; Ubiquitin carboxyl-terminal hydrolase 1 (Homo sapiens), O94782; recombinant USP1/UAF1, Ub-Rhodamine cleavage fluorescence; Potency, µM (highest dose often 57.1 µM), for inactives: at the highest dose activity change, negative = inhibition, actives largely listed as inhibitors; 0.23% of 390,000 active; AID 743255, 2014; also: potency is read from the fitted curve at half-maximal effect; % is scaled to controls: 0 for no effect and ±100 for the full control effect; nearly all actives have a fitted effect of over 60% in size; inactives centre near -12
Target sequence (O94782 whole entry, looked up): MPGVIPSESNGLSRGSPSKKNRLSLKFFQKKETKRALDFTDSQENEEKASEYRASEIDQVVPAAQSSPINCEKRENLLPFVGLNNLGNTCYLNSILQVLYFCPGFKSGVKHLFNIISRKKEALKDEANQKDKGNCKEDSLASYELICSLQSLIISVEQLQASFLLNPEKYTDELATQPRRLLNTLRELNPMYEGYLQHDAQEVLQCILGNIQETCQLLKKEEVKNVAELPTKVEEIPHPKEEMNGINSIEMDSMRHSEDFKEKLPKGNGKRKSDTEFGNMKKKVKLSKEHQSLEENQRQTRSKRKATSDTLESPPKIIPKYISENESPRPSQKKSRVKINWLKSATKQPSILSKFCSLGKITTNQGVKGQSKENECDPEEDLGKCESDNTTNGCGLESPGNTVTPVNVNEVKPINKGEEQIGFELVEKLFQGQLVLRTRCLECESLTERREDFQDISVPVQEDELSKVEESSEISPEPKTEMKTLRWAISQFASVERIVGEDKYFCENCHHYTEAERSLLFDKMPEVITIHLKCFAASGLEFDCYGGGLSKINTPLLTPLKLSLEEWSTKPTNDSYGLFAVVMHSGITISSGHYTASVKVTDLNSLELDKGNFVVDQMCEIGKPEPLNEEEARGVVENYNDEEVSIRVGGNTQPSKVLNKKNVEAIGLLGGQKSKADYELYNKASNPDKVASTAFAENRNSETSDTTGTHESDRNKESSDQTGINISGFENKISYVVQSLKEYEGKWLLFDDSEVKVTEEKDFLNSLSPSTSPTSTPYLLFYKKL
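USP1/UAF1 complex at 1 nM was preincubated with compound for 15 min at room temperature, then Ub-Rho substrate (150nM final) was added. Fluorescence (480/540 nm) was read kinetically, 6 reads every 60 seconds.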
mIDH1 inhibitor – qHTS for Inhibitors of mutant isocitrate dehydrogenase 1 (IDH1): qHTS; AID 602179, 2012; 0.093% of 390,000 active; Potency, µM (doses to about 76.6 µM), for the others: at the highest dose activity change, negative = inhibition, most hits filed as inhibitors; IDH1-R132H enzyme, NADPH consumption, diaphorase/resazurin fluorescence; also: potency is read from the fitted curve at half-maximal effect; % is scaled to controls: 0 for no effect and ±100 for the full control effect; nearly all actives have a fitted effect of over 65% in size
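IDH1-R132H (0.5 ug/mL dispensed) in pH 7.5 Tris buffer was preincubated 30 min with compound, then given a substrate mix of 0.016 mM NADPH and 2 mM alpha-KG for 80 min at room temperature; remaining NADPH was read by diaphorase/resazurin fluorescence.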
Pin1 inh – qHTS Assay to Find Inhibitors of Pin1; Peptidyl-prolyl cis-trans isomerase NIMA-interacting 1 (Homo sapiens), Q13526; Pin1 FP peptide displacement, HiFluor488, 10 min; Potency, µM (titrated, usually from 115 µM), without a hit: top-dose activity, negative = inhibition, hits mostly inhibitors; 0.009% of 390,000 active; active = well fitted inhibition curve with a large enough effect in the polarisation, with a control signal flat, not every such curve was filed as active; inconclusive = small, poorly fitted or top-dose-only effect, or effect the other way, or a change in a side signal; inactive = no such curve, though single readings can be large or run the other way; the % refers to the polarisation; also: potency is read from the fitted curve at half-maximal effect; % is scaled to controls: 0 for no effect and ±100 for the full control effect
Target sequence (Q13526 whole entry, looked up): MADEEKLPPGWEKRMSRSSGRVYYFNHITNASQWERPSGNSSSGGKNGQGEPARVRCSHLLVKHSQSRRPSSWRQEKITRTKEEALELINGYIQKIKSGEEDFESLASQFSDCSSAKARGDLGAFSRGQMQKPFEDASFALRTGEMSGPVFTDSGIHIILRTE
PI4K2A inh – qHTS for small molecular inhibitors of PI4K2A; Phosphatidylinositol 4-kinase type 2-alpha (Homo sapiens), Q9BTU6; AID 1346378, 2018; 0.13% of 420,000 active; purified PI4K2A, ADP-Glo luminescence, 1 h; active compounds read low; activity change, negative = inhibition, % at 76.9 µM; in the data active = activity change below about -50%; inconclusive = mostly about -30% to -49%;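 also: -100% = wells without enzyme as full effect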
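ADP-Glo luminescence measured ADP generated by PI4K2A enzyme (4 ug/mL before mixing) with 1.2 mM PI substrate (pre-mix) and 300 microM ATP (pre-mix). Tris pH7.5 buffer with MgCl2, Triton X-100; 1 h reaction at ambient temperature.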
TrxR1 inh – qHTS Assay for Inhibitors of Mammalian Selenoprotein Thioredoxin Reductase 1 (TrxR1): qHTS; recombinant rTrxR1, NADPH fluorescence consumption, selenite substrate; Potency, µM (top dose mostly 114 µM), for the others: top-dose activity change, negative = inhibition, most hits filed as inhibitors; 1% of 390,000 active; AID 588453, 2011; also: potency is read from the fitted curve at half-maximal effect; % is scaled to controls: 0 for no effect and ±100 for the full control effect; nearly all actives have a fitted effect of over 65% in size
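Rat TrxR1 (90 nM in the dispensed reagent) was pre-reduced with 400 uM NADPH for 5 min at room temperature, then incubated with compound for 15 min. After 400 uM selenite was added, NADPH fluorescence (Ex 340/Em 450 nm) was followed for 8 min.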
Starred values were filed as active, the others as inactive; i = inactive; u = inconclusive; x = no result given; [ ] = another dose, or the depositor's remark. Unless noted, calls follow the shape of the dose curve; as a rule, active = well fitted curve in the direction sought with a large enough effect; inconclusive = small, poorly fitted or top-dose-only effect, or another doubt; inactive = no such curve, though single readings can be large; an effect the other way counts as inactive or inconclusive. This is a subset; count on the stated rates, not on these rows.

#	Structure	GLS inhibitor	PGK inhibitor	TrxR1 substrate	HP1b chromo inh	USP1 inh
1	CN1CCC(N(C)C(=O)c2ccc(Cl)c(S(=O)(=O)N3CCCCC3)c2)CC1	-4.1%	5.2%	-2.0%	27.9%	-7.5%
2	N#Cc1ccccc1Sc1ccccc1C(=O)N1CCOCC1	-10.3%	i	-5.0%	25.5%	-7.2%
3	O=C(Nc1ccccc1Oc1ccccc1)C1=COCCO1	-0.2%	-1.4%	-6.1%	44.2%[activator]	-10.9%
4	S=C(Nc1ccc2[nH]ccc2c1)NC1CCCCC1	27.3%	1.1%	-0.2%	2.7%	-9.6%
5	CCOc1ccccc1N1CCN(CC(=O)NC(C)c2ccccc2)CC1 (centres undefined)	3.0%	-5.4%	-2.1%	11.8%	-16.9%
6	CC(=O)Nc1ccc(S(=O)(=O)N(Cc2cc3ccc(C)cc3[nH]c2=O)CC2CCCO2)cc1 (centres undefined)	1.3%	-10.0%	13.0%	23.2%	-21.0%
7	C=CCOC(=O)C1=C[C@@H](c2ccc(C(F)(F)F)cc2)C[C@@H](OCc2ccc(CO)cc2)O1	7.3%	-5.2%	-5.1%	21.5%	-8.3%
8	CCN(CC(=O)N1CCCC1)S(=O)(=O)c1ccc(F)cc1	7.2%	3.4%	-7.2%	29.6%	-9.7%
9	CC(C)CC1C(=O)N(Cc2cn(Cc3ccco3)nn2)CCS(=O)(=O)N1Cc1ccc(-c2ccncc2)cc1 (centres undefined)	0.3%	-4.4%	x	x	-28.8%
10	CN(CCc1ccccc1)C(=O)c1ccc(NC(=O)Cc2cccc(NC(=O)C3CCN(C(=O)C4CCCC4)CC3)c2)cc1	-3.6%	2.2%	1.5%	26.1%	-16.3%

#	mIDH1 inhibitor	Pin1 inh	PI4K2A inh	TrxR1 inh
1	-10.5%	4.4%	1.6	-6.7%
2	8.4%	2.6%	4.7	1.0%
3	-9.7%	-3.6%	-0.6	8.1%
4	5.0%	4.2%	3.2	10.4%
5	-10.5%	-4.6%	-9.7	-11.8%
6	2.3%	3.6%	7.4	18.3%
7	3.7%	14.3%	-3.9	-12.5%
8	-2.6%	-1.9%	4.8	-8.5%
9	-10.1%	x	-9.9	x
10	-1.8%[38.3 µM]	9.9%	0.5	21.0%

Next part
#	Structure	GLS inhibitor	PGK inhibitor	TrxR1 substrate	HP1b chromo inh	USP1 inh
11	COc1ccc(NC(=O)CN2C(=O)COc3ccc(S(=O)(=O)Nc4ccccc4)cc32)cc1OC	-5.6%	4.5%	5.0%[57.1 µM]	-18.9%	u
12	C[C@H](NC(=O)c1nc[nH]c1C(=O)NC(c1ccccc1)c1ccccc1)C(=O)OC(C)(C)C	0.1%	-2.1%	-7.8%[57.1 µM]	19.2%	-8.8%
13	CCn1c(CC(=O)Nc2ccccc2F)nnc1SCC(=O)NC1CCCC1	-17.8%	-4.2%	5.7%	-21.7%	u
14	Fc1ccccc1N1CCN(c2ncnc3nc[nH]c23)CC1	-13.3%	-7.4%	0.2%	36.6%	-20.0%
15	O=C(NC1CCCCC1)C1(S(=O)(=O)c2ccc(Cl)cc2)CC1	-14.9%	2.7%	7.0%	8.1%	-15.1%
16	O=C(Nc1c(C(=O)N2CCN(c3ccc(F)cc3)CC2)oc2ccccc12)c1ccco1	7.0%	-2.9%	-1.9%	-3.9%	u
17	Cc1cc2c(n1-c1ccc(C(=O)NCc3ccccc3Cl)cc1)CCCC2	-13.7%	-0.3%	3.0%	27.0%	-9.2%
18	O=C(OCCN1CCOCC1)c1cccc(F)c1	9.2%	-3.3%	8.1%[57.1 µM]	16.9%	1.5%
19	O=C(COc1ccc(Cl)cc1)Nc1ccc(O)c(-c2nc3ccccc3s2)c1	-5.5%	-2.8%	-1.2%[57.1 µM]	20.9%[57 µM]	-23.5%
20	COc1cc2c(c(OC)c1OC)-c1ccc(SC)c(=O)cc1C(NC=O)CC2 (centres undefined)	-2.7%	-8.1%	-21.1%	28.2%	-6.4%

#	mIDH1 inhibitor	Pin1 inh	PI4K2A inh	TrxR1 inh
11	-10.8%	-6.0%	-8.2	33.1%[57.1 µM]
12	-4.4%	u	1.2	-4.9%[57.1 µM]
13	-3.4%	-0.4%	0.3	29.7%
14	-3.5%	1.0%	0.3	11.6%
15	-6.8%	0.4%	4.0	20.2%
16	0.0%	2.6%	-1.8	15.7%
17	-16.9%	5.7%	-0.9	-23.9%
18	21.2%	-0.3%	2.3	15.3%[57.1 µM]
19	3.1%	3.8%	-1.7	27.3%[57.1 µM]
20	3.1%	0.6%	-1.1	-26.5%

In another format: 7 of the compounds above
nr	SMILES	GLS inhibitor	PGK inhibitor	TrxR1 substrate	HP1b chromo inh	USP1 inh	mIDH1 inhibitor	Pin1 inh	PI4K2A inh	TrxR1 inh
14	Fc1ccccc1N1CCN(c2ncnc3nc[nH]c23)CC1	-13.3%	-7.4%	0.2%	36.6%	-20.0%	-3.5%	1.0%	0.3	11.6%
15	O=C(NC1CCCCC1)C1(S(=O)(=O)c2ccc(Cl)cc2)CC1	-14.9%	2.7%	7.0%	8.1%	-15.1%	-6.8%	0.4%	4.0	20.2%
16	O=C(Nc1c(C(=O)N2CCN(c3ccc(F)cc3)CC2)oc2ccccc12)c1ccco1	7.0%	-2.9%	-1.9%	-3.9%	u	0.0%	2.6%	-1.8	15.7%
17	Cc1cc2c(n1-c1ccc(C(=O)NCc3ccccc3Cl)cc1)CCCC2	-13.7%	-0.3%	3.0%	27.0%	-9.2%	-16.9%	5.7%	-0.9	-23.9%
18	O=C(OCCN1CCOCC1)c1cccc(F)c1	9.2%	-3.3%	8.1%[57.1 µM]	16.9%	1.5%	21.2%	-0.3%	2.3	15.3%[57.1 µM]
19	O=C(COc1ccc(Cl)cc1)Nc1ccc(O)c(-c2nc3ccccc3s2)c1	-5.5%	-2.8%	-1.2%[57.1 µM]	20.9%[57 µM]	-23.5%	3.1%	3.8%	-1.7	27.3%[57.1 µM]
20	COc1cc2c(c(OC)c1OC)-c1ccc(SC)c(=O)cc1C(NC=O)CC2 (centres undefined)	-2.7%	-8.1%	-21.1%	28.2%	-6.4%	3.1%	0.6%	-1.1	-26.5%

More records
#	Structure	GLS inhibitor	PGK inhibitor	TrxR1 substrate	HP1b chromo inh	USP1 inh
21	Cc1oc2c(c1C(=O)c1ccccc1)C(=O)C(=O)c1ccccc1-2	-5.1%	-19.7%	u	-28.9%	12.6µM*
22	O=C(O)c1ccc2c(=O)n3c(nc2c1)/C(=C/c1ccc(Cl)c(Cl)c1)CC3	11.0%	x	46.8%[activator]	27.2%	0.9%
23	CC(=O)Nc1ccc(S(=O)(=O)N2CCN(Cc3ccncc3)CC2)cc1	4.4%	-5.1%	12.0%[57.1 µM]	30.0%	-1.9%
24	CC1CCCCN1Cc1cnc(Cl)s1 (centres undefined)	-2.8%	-8.1%	-5.7%	31.9%	-8.4%
25	COc1cccc(/C=N/NC(=O)c2ccc(=O)n(C)c2)c1OC	-14.7%	5.4%	13.1%[57.1 µM]	31.3%	-16.8%
26	O=C(C1CC(=O)N(C2CCCC2)C1)N1CCN(c2ccccc2F)CC1 (centres undefined)	-0.1%	-1.1%	2.8%	38.3%	u

#	mIDH1 inhibitor	Pin1 inh	PI4K2A inh	TrxR1 inh
21	15.6%	u	-63.8*	62.0%[activator][57.1 µM]
22	4.0%	5.4%	-2.6	9.7%
23	16.9%	-3.4%	-3.7	27.0%[57.1 µM]
24	-2.0%	2.8%	3.4	9.3%[57.1 µM]
25	4.5%	2.2%	-8.7	19.7%[57.1 µM]
26	10.5%	2.5%	-0.3	6.0%

Screening results from PubChem BioAssay.
